S1P3 antagonist: S1P3 receptor antagonists, primary screen, cell-based; CHO S1P3 NFAT-BLA reporter, FRET fluorescence, antagonist mode; 170,000 compounds, 0.27% hits; AID 485, 2006; inhibition, % at 4.98 µM; Sphingosine 1-phosphate receptor 3 (Homo sapiens), Q99500;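 active = inhibition above the plate cutoff, the mean inhibition of test wells on that plate plus 3 SD, cut at about 28% in these data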;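 note: cells challenged with S1P at its EC80 of 0.8 µM; blue over green emission ratio from cleaved BLA substrate after 4 h stimulation; 0% = S1P-stimulated wells and 100% = unstimulated DMSO-only wells; some compounds past the cut are filed as inactive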
Target sequence (Q99500 whole entry, looked up): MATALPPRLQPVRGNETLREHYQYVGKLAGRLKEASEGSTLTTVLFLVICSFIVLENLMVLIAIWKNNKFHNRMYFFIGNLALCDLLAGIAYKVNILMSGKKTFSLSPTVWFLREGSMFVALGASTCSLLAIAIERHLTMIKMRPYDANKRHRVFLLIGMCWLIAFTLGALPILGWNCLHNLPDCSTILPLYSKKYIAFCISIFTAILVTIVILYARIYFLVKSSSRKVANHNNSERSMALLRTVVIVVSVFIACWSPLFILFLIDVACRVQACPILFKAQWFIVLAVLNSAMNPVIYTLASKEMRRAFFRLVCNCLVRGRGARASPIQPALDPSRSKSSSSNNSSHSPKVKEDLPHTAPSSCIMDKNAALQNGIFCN
TLR4 MyD88 comp: inhibitors of TLR4-MyD88 association in cells, primary screen, cell-based, HeLa CL3-4, BLA complementation, FRET ratio | Toll-like receptor 4 (Homo sapiens) + Myeloid differentiation primary response protein … | HeLa CL3-4 TLR4/MyD88 BLA complementation | inhibition, % at 8.4 µM | 200,000 compounds, 0.18% hits; in the data active = inhibition above about 25%;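 note: 0% = vehicle and 100% = reference inhibitor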
RAM network inh: inhibitors of the yeast RAM network, primary screen, dse1pr::URA3 reporter, 5-FOA selection; S. cerevisiae dse1pr::URA3 reporter, 5-FOA growth OD615, 2 d; analog-sensitive cbk1-as2 kinase mutant strain; inhibition, % at 50 µM; 190,000 compounds, 1.8% hits; AID 868, 2007;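 active = inhibition above a set limit, 3 SD over mean compound inhibition, cut at about 8.4% in these data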;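 note: 0% = DMSO-only wells with no growth and 100% = 10 µM 1-NA-PP1 full growth; inhibition rescues growth on 5-FOA so higher OD means more RAM inhibition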
G6PDH counter: L. mesenteroides G6PDH inhibitors, counter-screen for G6PDH-coupled screening assays, biochemical, Leuconostoc mesenteroides enzyme. inhibition, % at 5 µM. 200,000 compounds, 0.12% hits. Purified L. mesenteroides G6PDH, diaphorase/resazurin coupled fluorescence, 45 min. AID 1020, 2008
L major viab: Leishmania major promastigote growth inhibition, primary screen; AID 1063, 2008; Leishmania major promastigotes, resazurin fluorescence viability; 200,000 compounds, 9% hits; inhibition, % at 10 µM;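 note: promastigotes grown with compound for 44 hours at 28 °C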
Hsp70 activator: Hsp70 transcriptional activators, primary screen, cell-based, HeLa, Hsp70 promoter luciferase, luminescence, 10 µM. HeLa Hsp70 promoter luciferase reporter; scaled: vehicle 0, proteasome-inhibitor control 100%. 200,000 compounds, 0.04% hits. activation, % at 10 µM. AID 1203, 2008;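 active = activation above the mean across all tested compounds plus 3 SD, cutoff set per campaign, cut at about 5.5% in these data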;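 note: 100% = MG132 at 30 µM as the positive control and 0% = DMSO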
DTT redox prof: compounds producing H2O2 with reducing agent – biochemical, NIH compound library profiling, artefact control for MLSCN library redox annotation, primary screen. AID 878, 2007. DTT-dependent redox cycling H2O2, phenol red/HRP absorbance; 100% = 100 µM peroxide control, 0% = buffer. activation, % at 10 µM. 200,000 compounds, 0.03% hits;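 active = activation of at least 50% relative to the plate's high and low controls in the primary single-dose screen; inactive = activation below 50%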;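 note: compound incubated with DTT at 0.8 mM final as the reducing agent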
PMI act: activators of human PMI, primary screen, biochemical, fluorescence intensity, near-Km mannose 6-phosphate. AID 1214, 2008. Mannose-6-phosphate isomerase (Homo sapiens), P34949. activation factor at 20 µM. purified human PMI, coupled resazurin fluorescence, 20 min; stronger effect = higher value; 1 = vehicle control, 0 substrate-free wells. 190,000 compounds, 0.005% hits;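 active = activation factor of 2 or more at 20 µM, relative to plate controls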
Target sequence (P34949 whole entry, looked up): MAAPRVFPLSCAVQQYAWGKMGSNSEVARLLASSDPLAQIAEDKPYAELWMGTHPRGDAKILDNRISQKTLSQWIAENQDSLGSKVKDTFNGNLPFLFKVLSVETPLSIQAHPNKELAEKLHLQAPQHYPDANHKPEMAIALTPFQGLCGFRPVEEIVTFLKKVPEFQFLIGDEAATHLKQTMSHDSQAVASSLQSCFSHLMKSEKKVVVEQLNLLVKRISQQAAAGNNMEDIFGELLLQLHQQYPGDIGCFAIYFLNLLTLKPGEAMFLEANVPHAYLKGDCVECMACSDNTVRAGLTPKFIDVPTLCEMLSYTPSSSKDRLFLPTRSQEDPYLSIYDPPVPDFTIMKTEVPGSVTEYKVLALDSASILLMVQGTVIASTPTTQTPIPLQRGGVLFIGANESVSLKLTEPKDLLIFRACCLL
PMI act satM6P: human PMI activators, high substrate, primary screen, biochemical, fluorescence intensity, near-saturating mannose 6-phosphate; Mannose-6-phosphate isomerase (Homo sapiens), P34949; coupled PMI enzyme assay, resazurin fluorescence, 20 min; stronger effect = higher value; 1 = untreated enzyme, 0 = substrate-free blank; activation factor at 20 µM; 190,000 compounds, 0.34% hits; AID 1216, 2008;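 active = activation factor of 2 or more at 20 µM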
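Test system: human phosphomannose isomerase with PGI, G6PDH, diaphorase coupling enzymes; amount: 15 ng/mL PMI; incubation: enzyme reaction with compound 20 min at room temperature; technique: resorufin fluorescence (Ex 544/Em 590 nm) from resazurin via diaphorase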
Diaph act CS: compounds boosting diaphorase resazurin reduction – biochemical, uHTS, resorufin fluorescence, counter-screen for diaphorase-coupled primary assays, primary screen | Diaphorase/resazurin coupled assay, 16 min; stronger effect = higher value; 1 = vehicle wells, 0 = NADH-free wells | activation factor at 20 µM | 190,000 compounds, 0.005% hits | AID 1229, 2008;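 active = diaphorase activity raised at least twofold by the compound at 20 µM; inactive = activation factor below 2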
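Material: bacterial diaphorase enzyme (C. kluyveri); amount: enzyme 0.07 U/mL final; reagent: NADH substrate 0.114 mM plus resazurin dye 0.1 mM, final; doses: single compound dose of 20 µM, 1% DMSO final; timing: 16 min enzyme reaction, ambient temperature; measured by: fluorescence of resorufin, 544 nm excitation, 590 nm emission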
Diaph inh CS: diaphorase inhibitors and chemical oxidizers, primary screen, counter-screen for diaphorase-coupled primary assays, biochemical, uHTS, resorufin fluorescence | inhibition, % at 20 µM | diaphorase resazurin-to-resorufin fluorescence, NADH, 16 min; bacterial (C. kluyveri) enzyme, not human | 190,000 compounds, 0.69% hits | AID 1217, 2008;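 active = primary screen inhibition at 20 µM above a set limit, cut at about 50% in these data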;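 note: plate controls were DMSO with full reaction for no effect and wells lacking NADH for full effect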
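Assay system: diaphorase enzyme from Clostridium kluyveri; Input: enzyme working solution with 0.14 U/mL diaphorase; Timing: 16 min at room temperature; Technique: resorufin fluorescence, excitation 544 nm, emission 590 nm; Benchmarks: positive control minus NADH, DMSO neutral control.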
* marks the source's active call; other numbers are inactive results; . = no result given. Cut-off read from the data, not from the text of the source, unless noted: active = inhibition above about 50%; inactive = the rest.

SMILES	S1P3 antagonist	TLR4 MyD88 comp	RAM network inh	G6PDH counter	L major viab	Hsp70 activator	DTT redox prof	PMI act	PMI act satM6P	Diaph act CS	Diaph inh CS
COc1cccc(C(=O)Oc2c(CN3CCOCC3)cc(Cl)c3cccnc23)c1	.	-19	-0.7	13	100*	-0.3	-0.1	0.8	0.8	0.9	14
C/C(=N\NC(=O)c1c[nH]c2ccccc12)c1ccccn1	-1	-16	1.0	35	100*	-0.2	0.4	1	1.2	0.8	17
COc1ccc(C)cc1NC(=O)c1cc2ccccc2o1	8	9	2.5	7	7	-0.5	0.1	1	0.9	0.8	15
CCN(CC(=O)Nc1c(C(=O)OC)[nH]c2ccc(C)cc12)c1ccc2c(c1)OCO2	-5	-21	0.1	-1	6	-0.4	2.0	1	0.8	0.8	17
CC1=CC(C)(C)N2C(=O)C3(SCC(=O)N3c3ccc(O)cc3)c3cc(C)cc1c32 (stereo not drawn)	-3	6	1.5	-25	24	-0.1	-0.4	0.8	0.8	0.8	24
Cc1nn(CC(O)Cn2cnc3c2c(=O)n(C)c(=O)n3C)c(C)c1Br (stereo not drawn)	-15	4	1.3	4	-1	0.2	0.8	0.9	0.9	0.9	8
COc1cc(OC)cc(C(=O)Nc2ncc3c(n2)CC(C)CC3=O)c1 (stereo not drawn)	-19	-5	.	-9	13	1.9	-1.2	1	1	0.8	16
COC(=O)CSc1nnc(CNC(=O)c2ccc(S(=O)(=O)N(C)C)cc2)n1C	-20	1	0.6	5	-6	0.0	0.0	0.9	0.9	1	4
COc1ccc(-c2cn3c4c(sc3n2)CCCC4)cc1	-8	-10	1.7	6	46	-0.4	0.1	0.9	0.9	0.8	15
C[C@H]1CC[C@H]2C(=O)N3[C@H](c4cccc(N5CCCC5=O)c4)[C@@H](C)CC[C@H]3C(=O)N2[C@@H]1c1cccc(N2CCCC2=O)c1	-8	-5	1.2	19	82*	-0.3	0.2	1.2	1.1	1.2	-21
COc1ccc(C(=O)COC(=O)C2CCN(S(=O)(=O)c3cccc4cccnc34)CC2)cc1	4	0	4.6	-20	30	-0.2	-0.7	0.9	1	0.8	16
c1csc(-c2nn3c(Cn4cnc5ccccc54)nnc3s2)c1	-4	-11	1.2	-9	40	0.6	1.3	0.5	0.9	0.7	30
COc1ccc2c(c1)OC(c1ccccc1)(C(F)(F)F)NC2=O (stereo not drawn)	5	-11	4.4	-2	-2	-0.4	0.4	0.9	0.9	0.8	16
O=C(CN1CCOCC1)n1c2ccccc2c2ccccc21	-4	0	1.4	0	-9	0.3	1.2	1.1	1.1	0.9	12
O=C(NCCC(c1ccccc1)c1ccccc1)c1cnc2sccn2c1=O	-30	-10	6.6	-1	-4	-0.2	-0.9	0.9	1	1	5
O=C(NNC(=O)c1cccc(Br)c1)Nc1ccc(Cl)cc1	2	3	2.3	-1	-1	-0.3	-0.5	1	1.1	1.1	-11
Nc1cc(Oc2cccnc2)cc([N+](=O)[O-])c1	-5	-2	0.9	6	2	-0.3	7.7	1	0.9	1	-4
CN(C)C(=O)c1cn(-c2ccccc2)c(=O)c2ccccc12	.	-19	1.2	-1	-4	-0.3	3.0	1	1.1	0.9	7
Cc1csc(NC(=O)c2ccc(S(=O)(=O)N(C)c3ccccc3)cc2)n1	.	20	0.8	5	98*	-0.1	2.1	0.9	0.9	0.8	20
CCN1CCN(C(=S)c2ccc(OC)cc2)CC1	-20	-9	1.7	-2	100*	-0.5	-0.2	1	1	1	-2

Retrieved by structure from the list above (four):
SMILES	S1P3 antagonist	TLR4 MyD88 comp	RAM network inh	G6PDH counter	L major viab	Hsp70 activator	DTT redox prof	PMI act	PMI act satM6P	Diaph act CS	Diaph inh CS
COc1ccc2c(c1)OC(c1ccccc1)(C(F)(F)F)NC2=O (stereo not drawn)	5	-11	4.4	-2	-2	-0.4	0.4	0.9	0.9	0.8	16
COc1ccc(-c2cn3c4c(sc3n2)CCCC4)cc1	-8	-10	1.7	6	46	-0.4	0.1	0.9	0.9	0.8	15
COc1cc(OC)cc(C(=O)Nc2ncc3c(n2)CC(C)CC3=O)c1 (stereo not drawn)	-19	-5	.	-9	13	1.9	-1.2	1	1	0.8	16
CN(C)C(=O)c1cn(-c2ccccc2)c(=O)c2ccccc12	.	-19	1.2	-1	-4	-0.3	3.0	1	1.1	0.9	7

The list continues.
SMILES	S1P3 antagonist	TLR4 MyD88 comp	RAM network inh	G6PDH counter	L major viab	Hsp70 activator	DTT redox prof	PMI act	PMI act satM6P	Diaph act CS	Diaph inh CS
Cc1ccc2c(c1)C1OCCC1C1N2C(=O)C2C(C(=O)O)C3C=CC21O3 (stereo not drawn)	-10	-9	0.8	-4	-1	-0.1	3.2	1	1.1	1.1	-6
COC(=O)C1CCN(C(=O)N2CCOCC2)CC1	1	-5	-0.1	7	1	-0.3	-0.2	1.1	1	0.9	10
O=C(CSc1nnnn1C1CCCC1)Nc1ccc2c(c1)OCCO2	-12	6	2.1	-3	8	0.0	-0.8	1	1	0.9	13
Cc1ccc(N(CC(N)=O)C2SC(=O)N(Cc3cccc(C(=O)O)c3)C2=O)cc1 (stereo not drawn)	.	-16	5.0	7	-1	0.7	1.9	0.9	0.9	1	4
O=C(COC(=O)c1ccccc1Nc1ccccc1)NCc1ccccc1Cl	-6	-13	3.2	-12	-3	-0.3	1.5	0.9	1	1	1
Cc1cc(C)n2cc(CSc3ccccn3)nc2n1	-29	0	2.4	2	1	0.1	-0.2	1.1	1	0.9	11
CCOC(=O)C1CCN(c2c(N(C)Cc3ccco3)c(=O)c2=O)CC1	-13	-12	2.8	-2	-7	-0.3	-0.1	0.9	0.9	0.9	13
COC(=O)c1cc(OC)c(OC)cc1NC(=O)c1ccccc1C	12	-5	1.6	0	5	-0.3	0.1	0.9	0.9	0.7	26
Cc1ccc(C)c(CSc2nnc(-c3cccnc3)o2)c1	0	-5	-0.7	0	-5	-0.1	0.1	0.9	1	0.8	18
CCOC(=O)C1CCN(CC(=O)NC(=O)NC2CCCCC2)CC1	-1	8	2.2	5	-5	-0.1	-0.5	1.1	1.1	0.9	13
CC1(C)CC(NNCCC#N)=CC(=[N+]2CCCC2)C1	-5	-18	1.1	2	0	-0.1	-0.5	0.6	0.8	0.9	6
O=C(COC(=O)CNC(=O)C1CCCCC1)Nc1ccc(Cl)cn1	-14	-3	0.0	.	-3	-0.2	1.0	.	.	.	.
CCOC(=O)N1CCN(C(=O)C2CCN(C(=O)c3cc(OC)cc(OC)c3)CC2)CC1	-10	-20	0.5	2	-1	-0.3	-0.2	1	1	1	-1
Cc1cccc(C)c1NC(=O)C1(N(Cc2ccco2)C(=O)c2ccccn2)CCCC1	-2	-1	-1.6	2	-4	1.0	0.6	1	1.1	1	-2
CCOC(=O)N1CCC(NC(=O)CCS(=O)(=O)c2ccc3c(c2)CCN3C(C)=O)CC1	-26	7	-0.7	0	-7	-0.3	-1.2	1.1	1.1	1	1
CCCCn1c(-c2cccnc2)n[nH]c1=S	1	-14	1.5	-2	-2	-0.5	-0.4	1	1	1	4
CCOC(=O)C(=O)Nc1ccccc1C(=O)NC(C)C	.	-6	0.2	2	-3	-0.3	0.2	1	1	0.9	6
CC1=C(C(=O)N(C)C)C(c2ccc(C)s2)NC(=S)N1 (stereo not drawn)	-9	-5	2.4	2	-5	-0.4	-1.0	1.1	1	1	4
CCCC1=NN(C(=O)Cc2ccc(OC)cc2)C(O)(C(F)(F)F)C1 (stereo not drawn)	-9	6	-0.8	0	-7	0.0	0.5	1	1	0.9	6
CN1CCN(Cc2cc(=O)oc3cc4c(cc23)CCC4)CC1	2	-9	0.8	12	65*	-0.3	-3.4	0.9	0.9	0.8	20

Compound profiles (already shown). Order of screens: S1P3 antagonist	TLR4 MyD88 comp	RAM network inh	G6PDH counter	L major viab	Hsp70 activator	DTT redox prof	PMI act	PMI act satM6P	Diaph act CS	Diaph inh CS
Results for Cc1cc(C)n2cc(CSc3ccccn3)nc2n1 = -29	0	2.4	2	1	0.1	-0.2	1.1	1	0.9	11
Results for Cc1ccc2c(c1)C1OCCC1C1N2C(=O)C2C(C(=O)O)C3C=CC21O3 (stereo not drawn) = -10	-9	0.8	-4	-1	-0.1	3.2	1	1.1	1.1	-6

Later entries.
SMILES	S1P3 antagonist	TLR4 MyD88 comp	RAM network inh	G6PDH counter	L major viab	Hsp70 activator	DTT redox prof	PMI act	PMI act satM6P	Diaph act CS	Diaph inh CS
COc1ccc([N+](=O)[O-])cc1NC(=O)CCN1CCN(c2ccccc2)CC1	-2	2	-1.1	3	-2	0.0	-0.2	0.9	0.9	0.9	13
NNC(=O)C1CC1c1ccc(Cl)cc1 (stereo not drawn)	-23	-1	1.4	-3	-3	-0.3	-0.2	0.9	1	0.8	23
O=C(CC1CCCCC1)c1c(O)c2ccccc2oc1=O	-4	-9	9.6*	6	-3	0.1	1.5	0.9	1	0.8	22
O=C1c2ccccc2C(=O)N1OCc1c(F)cccc1Cl	-10	9	0.8	12	-12	0.2	-0.5	1.1	1.1	1.1	-10
COc1ccc(Cl)cc1NC(=S)NCCC(c1ccccc1)c1ccccc1	-6	-5	-0.1	-8	41	-0.3	2.1	0.9	0.9	0.8	16
CCOc1cc(/C=N/NC(=O)c2cccnc2)ccc1OCC(=O)N(C)C	7	4	-0.4	5	-10	-0.3	0.3	1	1	0.9	12

From PubChem BioAssay
